PNC inhibitor: blocks assembly of the perinucleolar compartment | PC3M PTB-GFP, PNC prevalence imaging, 16 h; active compounds read low | hit rate 3.1% among 140,000 | activity change (PNC), negative = inhibition, % at 10 µM;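 active means readout at or below -70, meaning at least 70% loss of cells showing the perinucleolar compartment, a nuclear body marking cancer cells; inconclusive means readout between -30 and a set limit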;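 further: plate controls were DMSO wells for no effect and camptothecin positive control wells for full effect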
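PC3M cells stably expressing PTB-GFP, 750–1000 cells/well, treated 16 h at 37 °C with compound (23 nl of library stock), in duplicate. After paraformaldehyde fixation and Hoechst stain, imaged at 20x; PNC prevalence scored by image analysis.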
ALOX15B inhib: blocks human 15-lipoxygenase 2 activity. O15296. purified 15hLO-2, xylenol orange hydroperoxide absorbance. Potency, µM (top dose mostly 57.1 µM), inactives show at the top dose activity change, negative = inhibition, most hits filed as inhibitors. hit rate 0.56% among 110,000; further: potency means the concentration at half of the fitted maximal effect; nearly all actives have a fitted effect of over 60% in size; many of its hits are not listed in these tables
Target sequence (O15296 whole entry, looked up): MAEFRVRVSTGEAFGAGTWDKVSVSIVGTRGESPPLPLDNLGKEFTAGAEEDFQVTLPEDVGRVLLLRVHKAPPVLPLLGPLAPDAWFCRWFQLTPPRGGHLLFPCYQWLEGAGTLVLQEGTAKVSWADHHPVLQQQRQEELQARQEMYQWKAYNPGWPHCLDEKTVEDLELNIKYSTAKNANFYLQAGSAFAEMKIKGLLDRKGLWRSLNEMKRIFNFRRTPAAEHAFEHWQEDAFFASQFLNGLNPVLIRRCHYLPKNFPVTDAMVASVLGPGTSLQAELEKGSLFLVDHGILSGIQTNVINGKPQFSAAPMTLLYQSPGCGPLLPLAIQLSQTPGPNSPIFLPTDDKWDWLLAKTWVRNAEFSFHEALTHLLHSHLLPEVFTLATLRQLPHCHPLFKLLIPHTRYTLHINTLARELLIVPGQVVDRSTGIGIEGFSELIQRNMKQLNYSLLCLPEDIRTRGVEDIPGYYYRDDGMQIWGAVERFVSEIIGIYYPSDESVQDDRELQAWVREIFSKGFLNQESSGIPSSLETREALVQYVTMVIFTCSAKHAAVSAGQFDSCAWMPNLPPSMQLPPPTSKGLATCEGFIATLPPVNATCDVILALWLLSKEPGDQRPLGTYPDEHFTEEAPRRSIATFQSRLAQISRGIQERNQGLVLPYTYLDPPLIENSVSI
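Purified human 15hLO-2 (50 nM final) preincubated with compounds 15 min at room temperature in 25 mM Hepes pH 7.5, 0.01% Triton X-100, then 45 uM arachidonic acid added for 90 min; hydroperoxide detected via ferrous/xylenol orange, 573/405 nm absorbance ratio.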
IMPase cell inh: cell-permeable inhibitors of inositol monophosphatase (IMPase). P97697. CHO-M1 cells, IP1 accumulation, HTRF TR-FRET ratio. inhibition (IP1 accumulation), % at 46.1 µM. 120,000 tested, under 10 active; active means well fitted curve in the direction sought with a large enough effect in the signal ratio, not every such curve was filed as active; inconclusive means small, poorly fitted or top-dose-only effect, or a change in a side signal; inactive means no such curve, though single readings can be large or run the other way; the % refers to the signal ratio;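 further: cells stimulated with carbachol in lithium chloride buffer; plate controls were DMSO basal wells for no effect and reference inhibitor wells for full effect; higher means more IMPase inhibition seen as more IP1 and lower FRET ratio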
Target sequence (P97697 whole entry, looked up): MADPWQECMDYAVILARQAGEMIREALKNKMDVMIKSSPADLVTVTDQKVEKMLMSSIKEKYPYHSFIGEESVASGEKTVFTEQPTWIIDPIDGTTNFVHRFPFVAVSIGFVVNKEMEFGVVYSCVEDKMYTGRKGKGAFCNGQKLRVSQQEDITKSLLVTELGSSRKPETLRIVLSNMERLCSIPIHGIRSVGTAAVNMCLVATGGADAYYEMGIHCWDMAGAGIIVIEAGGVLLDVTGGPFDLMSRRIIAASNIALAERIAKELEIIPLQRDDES
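CHO-M1 cells (CHO stably expressing M1 receptor), compound up to 46 uM final, stimulated with carbachol (50 uM as added) in buffer with 50mM LiCl, pH 7.4, 30 min at 37C. Cytosolic IP1 read by TR-FRET; AC50 from Hill fits.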
ALOX12 inhib: inhibitors of human 12-lipoxygenase (ALOX12); P18054; Potency, µM (top dose mostly 57.1 µM), inactives show top-dose activity change, negative = inhibition, actives largely listed as inhibitors; hit rate 0.12% among 150,000; purified 12-hLO, xylenol orange hydroperoxide absorbance; AID 1452; further: potency means the concentration at half of the fitted maximal effect; nearly all actives have a fitted effect of over 55% in size; many of its hits are not listed in these tables
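Purified human 12hLO (150 nM), preincubated 15 min with compound, then 40 uM arachidonic acid for 30 min, room temperature, Hepes pH 7.0 with 0.01% Triton X-100. Hydroperoxide detected by ferrous iron/xylenol orange; 573/405 nm absorbance ratio gives reaction progress.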
Numbers without * were called inactive; ? = inconclusive; · = no result given; & = joins results of further samples; [ ] = remark or other dose. Unless noted, the call rests on the fitted dose curve; in most records, active means well fitted curve in the direction sought with a large enough effect; inconclusive means small, poorly fitted or top-dose-only effect, or another doubt; inactive means no such curve, though single readings can be large; an effect the other way counts as inactive or inconclusive. Unless noted, on the % scale 0 is the no-effect control and ±100 the full control effect. Some of the compounds tested. The share of hits here may be higher or lower than overall.

PNC inhibitor	ALOX15B inhib	SMILES	IMPase cell inh	ALOX12 inhib
8	-10%	Cc1c(/C(O)=C2/C(=O)C(=O)N(Cc3cccnc3)C2c2cccs2)cnn1-c1ccccc1 (stereo not given)	?	-15%
1	-8%	O=C(O)CCNc1cc2ccccc2cc1C(=O)O	17	-26%
-18	-12%	CCOC(=O)Cn1c2ccccc2c2nc3ccccc3nc21	-10	1%
13	·	Cc1ccc(C)c(N2CCN(C(=O)c3csc(C)c3C)CC2)c1	·	3%
-28	-1%	O=C(Nc1cc(C(F)(F)F)ccc1N1CCOCC1)c1cncc(Br)c1	0	-3%
-20	0%	COC(=O)c1ccccc1NC(=O)CSc1nnc(COc2cccc(OC)c2)n1C	-1	-4%
·	-2%[25.6 µM]	CC(=O)[C@@H]1CC[C@@H]2[C@@H]3CCC4=CC(=O)CC[C@@]4(C)[C@H]3CC[C@]21C	1[20.6 µM]	-4%[25.6 µM]
33	·	CCC(=O)N=c1n(C)c2ccccc2n1CCOc1ccccc1	·	4%
20	-9%	O=C(Cn1ncc2c(=O)oc3ccccc3c21)N1CCCc2ccccc21	-10	-1%
-19	-3%	CC(C)C(C(=O)Nc1ccc2c(c1)OCCO2)N1C(=O)c2ccccc2C1=O (stereo not given)	-2	-3%

The list goes on.
PNC inhibitor	ALOX15B inhib	SMILES	IMPase cell inh	ALOX12 inhib
-8	-18%	COc1cc(-c2cc(N)n(S(=O)(=O)c3ccccc3)n2)cc(OC)c1OC	9	-2%
-11	6%	CCOc1cc2[nH]c(=O)n(CCCN3CCCC3=O)c(=O)c2cc1OCC	?	-1%
13	·	Cc1cccc(C(O)(C(=O)NNc2ccc3ccccc3n2)c2cccc(C)c2)c1	12	-3%
·	?	CC(C)(c1cc(Br)c(O)c(Br)c1)c1cc(Br)c(O)c(Br)c1	·	-23%&-20%
28	-5%	COC(=O)c1c(C)oc2ccc(N(C(=O)c3ccncc3)S(=O)(=O)c3ccccc3)cc12	15	-1%
57	0%	COc1ccc(CNC(=O)COC(=O)C2=COCCO2)cc1	-3	0%
-9	·	Cc1cc(Oc2ccc(Br)cc2)nc(SCC(=O)c2ccccc2)n1	0	3%
7	-13%	C=CCn1c(COc2ccc(CC)cc2)nnc1SCC(=O)NC1CCS(=O)(=O)C1 (stereo not given)	3	1%
17	0%	CCOC(=O)CN1CC23C=CC(O2)C(C(=O)NC2CCCCCC2)C3C1=O (stereo not given)	5	0%
?	7%	CCN(CC)CCC(=O)NC(C)(C)Cc1ccc(O)cc1	6	-3%

(listing goes on)
PNC inhibitor	ALOX15B inhib	SMILES	IMPase cell inh	ALOX12 inhib
-20	·	O=C(NC(Cc1c[nH]c2ccccc12)C(=O)NCc1ccc(F)cc1)OCc1ccccc1 (stereo not given)	·	-5%
42	-5%	CC(=O)c1c(C(C)=O)c(C)n(NC(=O)c2ccccc2O)c1C	2	-1%
8	-5%	Cc1nc(Cc2nnc(SCc3nc(N)nc(Nc4ccccc4C)n3)o2)cs1	?	0%
?	19%	Cc1ccc(C(c2nnnn2CCC(C)C)N2CCN(C)CC2)cc1 (stereo not given)	4	4%
·	-6%[11.4 µM]	Cc1cc2c(cc1C)NC1=C(N2)O[C@H](c2c[nH]c3ccc(COc4ccccc4)cc23)C1=O	·	8%[11.4 µM]
17	-13%	Cc1nc2c(C(=O)NCCC3=CCCCC3)c[nH]n2c(=O)c1Cl	-2	-13%
?	2%	Cc1nnc2n(-c3ccccc3)c(=O)c3c4c(sc3n12)CC(C)CC4 (stereo not given)	-16	2%
?	2%	C=CCNc1nc(NC(C)(C)CO)nc(OCC)n1	6	-3%
?	-3%	COC(=O)c1cccc(NC(=O)CSc2nc(C)cc(=O)[nH]2)c1	7	-6%
-109*	·	CC(C)c1ccc2c(c1)[C@H]1OCC[C@H]1[C@@H](c1cccs1)N2	·	1%

Marked active in PNC inhibitor, among the entries above:
PNC inhibitor	ALOX15B inhib	SMILES	IMPase cell inh	ALOX12 inhib
-109*	·	CC(C)c1ccc2c(c1)[C@H]1OCC[C@H]1[C@@H](c1cccs1)N2	·	1%

Further structures follow:
PNC inhibitor	ALOX15B inhib	SMILES	IMPase cell inh	ALOX12 inhib
3	6%	CCCC1C(C#N)=C(N)Oc2cc(C)n(C)c(=O)c21 (stereo not given)	-14	-1%
29	·	Cc1ccccc1N1C(=O)c2ccccc2NC1c1ccncc1 (stereo not given)	8	-1%
·	8%	COC(=O)[C@@]1(Cc2ccccc2)[C@H]2c3cc(C(=O)N4CCCC4)n(CCN4CNCC4=O)c3C[C@H]2CN1C(=O)c1ccccc1	·	2%
?	·	O=C(Nc1ccc(S(=O)(=O)NCc2ccccc2)cc1)c1ccccc1[N+](=O)[O-]	·	-4%
0	5%	CCOC(=O)c1ccc(Oc2nc(NC)nc(OC)n2)cc1	-8	-1%
-24	-5%	COc1cccc(/C=N/NC(=O)CSc2nnc(C)n2-c2ccccc2)c1OC	8	6%
·	-6%	COC1C(O)C(CO)OC1n1c(Br)nc2c(=O)[nH]c(N)nc21 (stereo not given)	·	6%
-3	-20%	CC(C)N(C1=N/C(=C\c2ccco2)C(=O)N1c1ccccc1)C(C)C	0	-15%
-10	·	CCn1c(CNC(=O)c2ccco2)nnc1SCC(=O)Nc1ccc(Br)cc1F	5	3%
-13	-8%	CCOC(=O)N1CCN(C(=O)c2ccc3c(=O)n(CC4CCCO4)c(=S)[nH]c3c2)CC1 (stereo not given)	17	1%

The results go on.
PNC inhibitor	ALOX15B inhib	SMILES	IMPase cell inh	ALOX12 inhib
-3	-13%[11.4 µM]	COc1ccc(C(=O)c2ccc(CC#N)s2)cc1	-4[1.84 µM]	-19%
?	·	COc1ccc(C2=NN(c3nc(-c4ccccc4)c(CC(=O)O)s3)C(c3ccco3)C2)cc1 (stereo not given)	·	-1%
?	-5%	O=C(CN1CCCCC1)Nc1cccc2c1OCO2	-2	-8%
?	-12%	Cc1cccn2c(=O)c3cc(C(=O)NCC4CCCO4)c(=N)n(CCN4CCOCC4)c3nc12 (stereo not given)	6	-8%
?	-7%	Cc1ccc(-c2noc(CCC(=O)NCc3ccc4c(c3)OCO4)n2)cc1	-17	-8%
-6	-1%	COc1c2c(nc3occc13)C(CCC(C)(C)O)(OC)C(O)CC2 (stereo not given)	-1	3%
?	·	CSc1ncccc1C(=O)Nc1ccc(S(=O)(=O)Nc2nccs2)cc1	·	0%
-13	-7%	Cc1cc(C)n(-c2nc3ccccc3nc2N2CCCCCC2)n1	4	-17%
?	1%	O=C(Nc1ccc2oc(-c3ccccc3F)nc2c1)c1cncc(Br)c1	11	1%
-13	-3%	Cc1ccc(S(=O)(=O)Nc2nc3ccccc3s2)cc1	-2	3%

Structures shown so far that have a COOH group, in the order listed:
PNC inhibitor	ALOX15B inhib	SMILES	IMPase cell inh	ALOX12 inhib
1	-8%	O=C(O)CCNc1cc2ccccc2cc1C(=O)O	17	-26%
?	·	COc1ccc(C2=NN(c3nc(-c4ccccc4)c(CC(=O)O)s3)C(c3ccco3)C2)cc1 (stereo not given)	·	-1%

Following part
PNC inhibitor	ALOX15B inhib	SMILES	IMPase cell inh	ALOX12 inhib
37	1%	CCCCCNC(=O)c1ccc2c(=O)n(CCOC)c(=O)[nH]c2c1	3	1%
-14	-8%	COc1ccc(-c2onc3ccc(Cl)cc23)cc1	0	-15%
·	-3%	O=c1c2ccccc2oc2cc(O)c(C3COCC(CO)C(O)C(O)C3O)c(O)c12 (stereo not given)	?	0%
?	23%	CC1CCCN(CC(=O)Nc2ccc(S(=O)(=O)N3CCCCCC3)cc2)C1 (stereo not given)	1	1%
3	-4%	c1nnc2c3c4c(sc3ncn12)CCCC4	-5	0%
·	-1%	COc1c(Cl)ccc(Cl)c1C(=O)O	·	-4%
-10	-4%	Cc1cccc(NC(=O)c2sccc2-n2cccc2)c1C	5	-5%
-9	·	O=C(CNCc1ccco1)Nc1ccccc1-n1cccc1	-3	4%
34	0%	Cc1cc(C)n(-c2nc3ccccc3c3nc(C)nn23)n1	-7	-2%
?	-2%	CCCn1nnc2sc3c(c2c1=O)CCC(C)C3 (stereo not given)	6	-3%

Some of the entries so far, with two lines to a compound.
Sequence of screens – PNC inhibitor, ALOX15B inhib, IMPase cell inh, ALOX12 inhib
O=C(CNCc1ccco1)Nc1ccccc1-n1cccc1
    -9, ·, -3, 4%
Cc1cc(C)n(-c2nc3ccccc3c3nc(C)nn23)n1
    34, 0%, -7, -2%

More entries follow.
PNC inhibitor	ALOX15B inhib	SMILES	IMPase cell inh	ALOX12 inhib
?	5%	CCOC(=O)C1CCCN(C(=O)C2CCN(S(=O)(=O)N3CCC4(CC3)OCCO4)CC2)C1 (stereo not given)	-1	-1%
·	-5%[11.4 µM]	O=[N+]([O-])c1ccc(NN=C2c3ccccc3Cc3ccccc32)c([N+](=O)[O-])c1	·	0%[11.4 µM]
?	·	COc1ccc(C(=O)SC2=NCCS2)cc1	1	2%
-85*	-15%	CN(C)c1ccc2c(c1)OC(N)=C(C#N)C2c1cccc(F)c1 (stereo not given)	18	-7%
39	-2%	CN1CCc2nc(SCC(=O)Nc3ccc(F)cc3)c(C#N)cc2C1	-10	-4%
?	-4%	COC(=O)c1ccc(NC(=O)C(=O)N2CCCC2)cc1	0	4%
-15	-3%	O=C(Cc1cccc2ccccc12)N1CCCc2ccccc21	8	4%
?	·	Cc1ccc(C(=O)N/C(=C\c2sccc2C)C(=O)NCc2ccncc2)cc1	3	0%
4	61%[activator]	COc1ccc(N2CCN(Cc3nc(N)nc(Nc4ccc(C)c(Cl)c4)n3)CC2)cc1	10	-14%
10	·	Cc1ccccc1NC(=O)c1c(C)[nH]c(=S)c(C#N)c1-c1ccco1	13	-5%

The list continues:
PNC inhibitor	ALOX15B inhib	SMILES	IMPase cell inh	ALOX12 inhib
-19	1%	COc1ccc(S(=O)(=O)N2CCN(C)CC2)c2ccccc12	15	-1%
-21	·	CCOC(=O)c1sc(NC(=O)c2ccc(S(=O)(=O)N3CCCCC3)cc2)nc1-c1ccccc1	·	2%
95	9%	CCOC(=O)C(C(=O)OCC)C(Nc1ccc(Br)cc1)c1ccccc1 (stereo not given)	-6	-1%
-99*	31%[activator]	Cc1cc(C2N=C(N)Nc3nc4ccccc4n32)c(C)n1-c1ccccc1Cl (stereo not given)	14	-7%
·	-7%[11.4 µM]	COc1ccc2c(=O)cc(-c3ccncc3)oc2c1OC	·	-4%[11.4 µM]
78	0%	CCOC(=O)C(NCc1ccc2c(c1)OCO2)(NC(=O)c1ccccc1)C(F)(F)F (stereo not given)	9	1%
-20	-4%	CC1(C)CCCC2=C1CC1C(=O)N(Cc3cccnc3)C(=O)C1C2 (stereo not given)	?	-6%
36	-5%	O=C(Cn1cccc1)NC1CCCCCC1	1	2%
-101*	·	COc1cccc(/C=N/Nc2ncnc3scc(-c4ccccc4)c23)c1O	·	-11%
·	-12%	CC1(C)CCC(C)(C)c2cc(C(=O)Nc3ccc(C(=O)O)cc3)ccc21	-5	2%&0%

Additional structures:
PNC inhibitor	ALOX15B inhib	SMILES	IMPase cell inh	ALOX12 inhib
-27	-5%	O=C(CC1NC(=O)NC1=O)Nc1ccc(Cl)cc1 (stereo not given)	6	5%
24	·	Cc1cc(C(F)(F)F)c(C#N)c(SCC(=O)Nc2nc3ccccc3s2)n1	4	1%
61	3%	CCOc1ccc2nc(NC(=O)CSc3nc(SC)ns3)sc2c1	15	0%
3	·	Cc1ccc(-c2csc3nc(SCC(N)=O)n(Cc4ccccc4)c(=O)c23)cc1	-2	0%
?	35%[activator]	Cc1nn(-c2ccccc2)c(C)c1C(=O)Nc1nnc(-c2ccco2)o1	-2	-21%
